From PubChem
TR-FRET SRC-2 ct: flags TR-FRET format artefacts in PPARgamma SRC-2 recruitment agonist screen. TR-FRET artefact counter-screen; hits give high values. TR-FRET ratio at 8 µM. 200,000 tested, 0.4% active. AID 1049; in the data active means TR-FRET ratio above about 2000; further: inactives centre near 1500; reference of the scale not given here
PPARg SRC-1 ag: promotes SRC-1 coactivator recruitment by human PPARgamma; P37231; PPARgamma-SRC-1 coactivator recruitment biochemical assay; activation, % at 8 µM; 200,000 tested, 0.41% active; in the data active means activation above about 19%;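 further: 0% = DMSO and 100% = reference agonist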
Target sequence (P37231 whole entry, looked up): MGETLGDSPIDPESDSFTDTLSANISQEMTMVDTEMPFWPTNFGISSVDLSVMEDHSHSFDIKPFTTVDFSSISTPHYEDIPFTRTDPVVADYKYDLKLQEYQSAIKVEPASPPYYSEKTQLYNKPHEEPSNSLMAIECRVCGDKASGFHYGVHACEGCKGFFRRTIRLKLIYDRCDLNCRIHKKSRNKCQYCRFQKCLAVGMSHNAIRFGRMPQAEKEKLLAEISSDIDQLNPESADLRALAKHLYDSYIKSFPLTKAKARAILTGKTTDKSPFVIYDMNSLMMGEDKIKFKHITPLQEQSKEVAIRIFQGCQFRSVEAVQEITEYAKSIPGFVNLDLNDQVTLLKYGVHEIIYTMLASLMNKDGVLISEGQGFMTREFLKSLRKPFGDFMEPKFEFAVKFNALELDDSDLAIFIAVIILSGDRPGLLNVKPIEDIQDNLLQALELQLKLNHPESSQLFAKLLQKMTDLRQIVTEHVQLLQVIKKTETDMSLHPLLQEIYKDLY
PPARg SRC-3 ag: promotes SRC-3 coactivator recruitment by human PPARgamma; AID 731; activation, % at 8 µM; 200,000 tested, 0.26% active; biochemical PPARgamma/SRC-3 coactivator recruitment assay; P37231; in the data active means activation above about 23%;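 further: 0% = DMSO and 100% = reference agonist; some compounds past the cut are filed as inactive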
TNAP act hi DEA: activators of human TNAP at high phosphate acceptor concentration; P05186; purified TNAP, CDP-star luminescence, 1 M DEA, 30 min; hits give high values; 0 = EDTA background, 1 = DMSO-only activity; activation factor at 20 µM; 200,000 tested, under 10 active;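 active means activation factor at least 2 at 20 µM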
Target sequence (P05186 whole entry, looked up): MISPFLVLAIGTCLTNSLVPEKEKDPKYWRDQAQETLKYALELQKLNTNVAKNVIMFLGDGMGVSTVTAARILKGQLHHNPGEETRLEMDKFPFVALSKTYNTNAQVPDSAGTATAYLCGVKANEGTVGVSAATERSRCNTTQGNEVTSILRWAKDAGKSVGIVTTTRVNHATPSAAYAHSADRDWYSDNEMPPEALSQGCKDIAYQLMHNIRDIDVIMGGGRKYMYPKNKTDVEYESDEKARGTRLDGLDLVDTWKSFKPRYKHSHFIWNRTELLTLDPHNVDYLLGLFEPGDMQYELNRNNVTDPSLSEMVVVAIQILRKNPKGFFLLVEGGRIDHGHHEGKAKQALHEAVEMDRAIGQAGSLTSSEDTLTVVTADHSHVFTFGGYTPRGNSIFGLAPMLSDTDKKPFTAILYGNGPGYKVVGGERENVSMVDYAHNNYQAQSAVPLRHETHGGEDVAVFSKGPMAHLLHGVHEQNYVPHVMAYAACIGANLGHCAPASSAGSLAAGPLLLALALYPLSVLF
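Test system – human TNAP · Doses – 20 µM single point · Incubation – 30 min, room temperature · Signal – luminescent substrate turnover signal · Read-out basis – activation factor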
bIAP inh: blocks bovine intestinal alkaline phosphatase activity; purified bovine IAP, CDP-star luminescence, 30 min; inhibition, % at 20 µM; 190,000 tested, under 10 active; AID 1019;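 active means over 50% inhibition of intestinal alkaline phosphatase at 20 µM in the single-dose screen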
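System: purified bovine intestinal alkaline phosphatase (IAP) enzyme; Input: IAP diluted 1/65,000,000 in the well; Measured by: CDP-star luminescence signal; Compound dosing: 20 µM single dose; Incubation: 30 min reaction at room temperature.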
bIAP activator: increases bovine intestinal alkaline phosphatase activity; 200,000 tested, 0.17% active; purified bovine IAP, CDP-star luminescence, 30 min; hits give high values; fold of DMSO-control signal, blank-subtracted; activation factor at 20 µM; AID 1016;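 active means activation factor of 2 or more at 20 µM, a signal rise over negative controls twice the positive control's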
TNAP inh hiacc: inhibitors of human TNAP at high phosphate acceptor concentration. purified TNAP, CDP-star luminescence, 1 M DEA. inhibition, % at 20 µM. 200,000 tested, 0.03% active;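 active means over 50% inhibition of tissue-nonspecific alkaline phosphatase at 20 µM in the single-dose screen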;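 further: plate controls were DMSO wells for no effect and EDTA-quenched wells as full inhibition for full effect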
PPARg SRC2 recr: promotes SRC-2 coactivator recruitment by human PPARgamma; activation, % at 8 µM; AID 1032; PPARgamma LBD-SRC-2 recruitment, biochemical; 200,000 tested, 0.34% active; in the data active means activation above about 22%;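 further: 0% = vehicle and 100% = reference agonist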
TNAP inh noacc: blocks human TNAP activity with no phosphate acceptor present | P05186 | purified TNAP, CDP-star luminescence, 30 min | inhibition, % at 20 µM | 200,000 tested, 0.26% active | AID 1012;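 active means tissue-nonspecific alkaline phosphatase inhibition above about 50% at 20 µM in the single-dose screen, limit read from the data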;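 further: 0% = DMSO negative control and 100% = EDTA positive control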
HMGR II inh: blocks class II HMG-CoA reductase of Enterococcus faecalis. purified E. faecalis HMGR, NADPH absorbance 340 nm kinetic. 190,000 tested, 0.41% active. inhibition, % at 10 µM;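 active means inhibition above a set limit, the median over all tested compounds plus 3 SD, cut at about 9.5% in these data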;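 further: enzyme runs in reverse so mevalonate oxidation gives rising NADPH absorbance; 0% = complete reaction with DMSO and 100% = background rate lacking mevalonate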
The depositor's hits bear a star.

#1 O=C1CCCc2c1cc(C(=O)O)c(=O)n2-c1ccccc1
#2 Cc1cc(Nc2n[nH]c(N)c2C#N)ccc1F
#3 O=C(COC(=O)C1=COCCO1)NCCCc1ccccc1
#4 Cc1cc(-c2nn(-c3ccccc3F)cc2CN2CCN(c3ccccn3)CC2)c(C)s1
#5 COc1ccc(C(=O)NCc2ccc(C(=O)NCC(OC)OC)cc2)cc1OC
#6 CCOc1ccc(S(=O)(=O)Nc2ccccc2C(=O)NCc2ccco2)cc1
#7 CC1(C2CC2)NC(=O)N(CC(=O)Nc2ccccc2-c2ccccc2)C1=O (stereo not given)
#8 Nc1nn(S(=O)(=O)c2cccc3nsnc23)cc1-c1ccc(Br)cc1
entry no.,1,2,3,4,5,6,7,8
TR-FRET SRC-2 ct,1515,1438,1523,1615,1603,1630,1849,1444
PPARg SRC-1 ag,-3,14,9,15,-3,9,7,-1
PPARg SRC-3 ag,-3,4,10,0,4,10,2,5
TNAP act hi DEA,1,1,1,1.1,1.1,1.1,1,1
bIAP inh,7,1,-2,17,0,-6,-5,31
bIAP activator,0.9,1,1,0.8,1,1.1,1.1,0.7
TNAP inh hiacc,-4,-3,-1,-8,-5,-12,0,-3
PPARg SRC2 recr,-2,-6,-2,6,2,5,2,3
TNAP inh noacc,-12,-5,-6,-11,-9,5,-9,-2
HMGR II inh,-8,-2,3,-3,-4,-1,3,-3

#9 Cc1cc(=O)oc(C)c1C(=O)OCC(=O)c1ccc2ccccc2c1
#10 CC1Cc2ccccc2N1Cc1nc2cc(Cl)ccc2c(=O)[nH]1 (stereo not given)
#11 CCOC(=O)N1CCN(C(=O)CSc2ccc3nnc(CCNC(=O)c4ccc(OC)cc4)n3n2)CC1
#12 CN(CC(=O)Nc1ccc(Cl)cc1)S(=O)(=O)c1cccc2cccnc12
#13 Cc1c(S(=O)(=O)N2CCc3ccccc3C2)c(=O)n(C)c(=O)n1C
#14 Cc1ccc(NC(=O)C2(S(=O)(=O)c3ccc(C)cc3)CC2)cc1
#15 CC(=O)c1cc(-c2ccccc2)n(CCC(=O)NC2CCCC2)c1C
#16 O=C(COC(=O)c1n[nH]c(=O)c2ccccc12)c1ccc(Cl)cc1
entry no.,9,10,11,12,13,14,15,16
TR-FRET SRC-2 ct,1552,1507,1633,1609,1638,1479,1679,1653
PPARg SRC-1 ag,-7,2,4,7,-2,2,3,0
PPARg SRC-3 ag,0,3,4,11,9,1,0,4
TNAP act hi DEA,1.1,1,1,1.1,1.1,1,1.1,1
bIAP inh,-3,9,-5,26,4,11,3,12
bIAP activator,1,0.9,1.1,0.7,1,0.9,1,0.9
TNAP inh hiacc,-5,1,-2,-5,-7,-2,-5,0
PPARg SRC2 recr,6,7,-1,1,8,5,6,4
TNAP inh noacc,8,-21,-7,-10,-7,-10,-12,2
HMGR II inh,1,-1,-7,-5,0,2,1,-3

In another format: results already given
#	compound	TR-FRET SRC-2 ct	PPARg SRC-1 ag	PPARg SRC-3 ag	TNAP act hi DEA	bIAP inh	bIAP activator	TNAP inh hiacc	PPARg SRC2 recr	TNAP inh noacc	HMGR II inh
9	Cc1cc(=O)oc(C)c1C(=O)OCC(=O)c1ccc2ccccc2c1	1552	-7	0	1.1	-3	1	-5	6	8	1
12	CN(CC(=O)Nc1ccc(Cl)cc1)S(=O)(=O)c1cccc2cccnc12	1609	7	11	1.1	26	0.7	-5	1	-10	-5
14	Cc1ccc(NC(=O)C2(S(=O)(=O)c3ccc(C)cc3)CC2)cc1	1479	2	1	1	11	0.9	-2	5	-10	2
16	O=C(COC(=O)c1n[nH]c(=O)c2ccccc12)c1ccc(Cl)cc1	1653	0	4	1	12	0.9	0	4	2	-3

Next structures.
#17 O=c1c(-c2ccccc2)[n+]([O-])c2ccccc2n1O
#18 COc1ccc(C(C)(C)C)cc1NC(=O)COC(=O)c1ccc([N+](=O)[O-])o1
#19 Cc1cc(C)c2c(c1)/C(=N/NC(=O)c1cc(C)oc1C)CCC2
#20 COc1ccc(C(=O)Nc2ccc(CN3CCCCC3)cc2)cc1
#21 COc1ccc(CCNC(=O)/C(C#N)=C/c2ccc(OCC(=O)NCC3CCCO3)cc2)cc1OC (stereo not given)
#22 Cn1c(=O)c2c(nc(NCc3ccco3)n2Cc2ccccc2Cl)n(C)c1=O
#23 O=C(O)CCCC(=O)Nc1ccc(C(=O)N2CCCCC2)c(Cl)c1
#24 CCSc1nc(N)nc(-c2cccs2)c1C#N
entry no.,17,18,19,20,21,22,23,24
TR-FRET SRC-2 ct,1580,1668,1530,1566,1330,1429,1577,1605
PPARg SRC-1 ag,-1,3,0,0,-10,-7,2,5
PPARg SRC-3 ag,13,-1,2,1,3,-8,1,5
TNAP act hi DEA,1,1,1,1,1,1,1.1,1
bIAP inh,20,-17,-11,-16,-7,-7,6,21
bIAP activator,0.8,1.2,1.1,1.2,1.1,1.1,0.9,0.8
TNAP inh hiacc,0,-1,0,0,-3,-2,-6,2
PPARg SRC2 recr,9,-4,7,0,-4,12,-3,0
TNAP inh noacc,-4,6,-7,-10,-3,-10,-15,2
HMGR II inh,-4,-5,1,-7,-8,-3,-4,-5

#25 CC(C)(C)c1cc[n+](-c2nc([O-])sc2C=O)cc1
#26 N#CCC(=O)N/N=C/c1ccc(Sc2nc3ccccc3s2)o1
#27 Cc1cccc(-c2noc(-c3ccccc3C(=O)NCC3CCCO3)n2)c1 (stereo not given)
#28 O=C(CCCCn1c(=O)c2ccccc2n(CC(=O)NC2CCCC2)c1=O)NC1CCCC1
#29 C=CCNC(=S)NNc1ncnc2sc3c(c12)CC(C)(C)OC3
#30 CCCCCc1ccc(CC(=O)Nn2c(C)nc3ccccc3c2=O)cc1
#31 Cc1c(C#N)c(NC(=O)CCl)n(Cc2ccccc2)c1C
#32 O=C(Nc1ccc(F)c(Cl)c1)NC1CC1
entry no.,25,26,27,28,29,30,31,32
TR-FRET SRC-2 ct,1589,1593,1594,1461,1559,1415,1554,1425
PPARg SRC-1 ag,3,-5,2,2,11,-7,5,5
PPARg SRC-3 ag,4,4,-10,-3,1,6,1,-4
TNAP act hi DEA,1,1,1,1,0.9,1,1.1,1
bIAP inh,2,4,-8,-5,-14,-1,8,-18
bIAP activator,1,1,1.1,1,1.1,1,0.9,1.2
TNAP inh hiacc,0,-2,-1,-2,7,-1,-5,-3
PPARg SRC2 recr,4,4,-8,11,7,0,4,2
TNAP inh noacc,-8,-12,-1,-6,8,-10,-14,-7
HMGR II inh,0,-5,-2,-2,0,0,0,0

#33 O=C(Nc1ccc2c(c1)OCO2)C1CCN(S(=O)(=O)c2cccc3cccnc23)CC1
#34 Cc1nc(-c2nc(-c3c(C(=O)NN)noc3C)cs2)cs1
#35 O=C1COc2ccc(C(=O)CSc3nnc(-c4cccs4)n3Cc3ccccc3)cc2N1
#36 Fc1cccc(NC(=S)N2CCn3cccc3C2c2cccnc2)c1 (stereo not given)
#37 COc1ccccc1N1CCN(/N=C/c2cccc(OC)c2O)CC1
#38 CC(=O)OCC1OC(OC(C)=O)C(NC(=O)Cc2ccccc2)C(OC(C)=O)C1OC(C)=O (stereo not given)
#39 O=C(COc1cc(F)ccc1[N+](=O)[O-])Nc1ccc(N2CCOCC2)cc1
#40 CN(C)S(=O)(=O)c1ccc(C(=O)Nc2nc(-c3ccccc3)c(C(=O)c3ccccc3)s2)cc1
entry no.,33,34,35,36,37,38,39,40
TR-FRET SRC-2 ct,1658,1808,1476,1537,1506,1568,1485,1355
PPARg SRC-1 ag,3,4,4,-2,-3,10,6,-1
PPARg SRC-3 ag,-9,2,-6,0,7,8,2,-2
TNAP act hi DEA,1,1.1,1,1,1.1,1.1,1,1
bIAP inh,2,-3,0,6,-15,-5,1,8
bIAP activator,1,1,1,0.9,1.2,1.1,1,0.9
TNAP inh hiacc,-3,-5,1,-3,-6,-7,-2,2
PPARg SRC2 recr,-5,11,3,-3,7,0,1,-2
TNAP inh noacc,-8,-2,-6,-8,-5,-6,-7,-3
HMGR II inh,1,-3,-5,-2,-1,-6,-5,1

#41 CCOP(=O)(OCC)c1nc(-c2ccc(Cl)cc2Cl)oc1N1CCCCC1
#42 CCc1ccc(NC(=O)Nc2ccncc2)cc1
#43 COCCCNC(=O)C1CCN(S(=O)(=O)c2c(C)noc2/C=C\c2ccc(OC)cc2)CC1
#44 CC(C)O/C(=N\S(=O)(=O)c1ccc(Cl)cc1)c1ccccc1
#45 COC(=O)[C@H]1C[C@@H]1[C@H](NC(=O)c1cnccn1)c1ccccc1
#46 O=C(/C=C/c1ccc2c(c1)OCO2)Nc1nc(-c2ccc(F)cc2F)cs1
#47 CC(C)OC(=O)C1C(=O)CC(C)(O)C(C(=O)OC(C)C)C1c1cccc([N+](=O)[O-])c1 (stereo not given)
#48 O=C(CSc1nnc(-c2cccnc2)n1Cc1ccccc1)NCc1ccccc1
entry no.,41,42,43,44,45,46,47,48
TR-FRET SRC-2 ct,1577,1590,1510,1318,1400,1568,1635,1639
PPARg SRC-1 ag,-6,10,-1,-8,-3,9,4,3
PPARg SRC-3 ag,-1,1,-12,-3,-1,-1,1,3
TNAP act hi DEA,1,1,1,1,1,1,1,1
bIAP inh,-15,5,-11,36,-24,-17,1,8
bIAP activator,1.1,1,1.1,0.6,1.2,1.2,1,0.9
TNAP inh hiacc,-1,-2,-4,2,-2,-2,4,2
PPARg SRC2 recr,-2,10,-10,-7,-2,-8,-8,-5
TNAP inh noacc,-6,-10,-11,-2,-9,-18,1,-10
HMGR II inh,3,0,-3,0,-6,-5,-4,-1

An excerpt from above in order of number of heavy atoms, smallest number first.
#42 CCc1ccc(NC(=O)Nc2ccncc2)cc1
#45 COC(=O)[C@H]1C[C@@H]1[C@H](NC(=O)c1cnccn1)c1ccccc1
#41 CCOP(=O)(OCC)c1nc(-c2ccc(Cl)cc2Cl)oc1N1CCCCC1
#47 CC(C)OC(=O)C1C(=O)CC(C)(O)C(C(=O)OC(C)C)C1c1cccc([N+](=O)[O-])c1 (stereo not given)
#43 COCCCNC(=O)C1CCN(S(=O)(=O)c2c(C)noc2/C=C\c2ccc(OC)cc2)CC1
#40 CN(C)S(=O)(=O)c1ccc(C(=O)Nc2nc(-c3ccccc3)c(C(=O)c3ccccc3)s2)cc1
entry no.,42,45,41,47,43,40
TR-FRET SRC-2 ct,1590,1400,1577,1635,1510,1355
PPARg SRC-1 ag,10,-3,-6,4,-1,-1
PPARg SRC-3 ag,1,-1,-1,1,-12,-2
TNAP act hi DEA,1,1,1,1,1,1
bIAP inh,5,-24,-15,1,-11,8
bIAP activator,1,1.2,1.1,1,1.1,0.9
TNAP inh hiacc,-2,-2,-1,4,-4,2
PPARg SRC2 recr,10,-2,-2,-8,-10,-2
TNAP inh noacc,-10,-9,-6,1,-11,-3
HMGR II inh,0,-6,3,-4,-3,1

Further structures follow.
#49 Cc1[nH]c2ccccc2c1-c1csc(NC(=O)CSCCO)n1
#50 Cc1ccc(Cl)c2c1NC(=O)C2(O)CC(=O)c1ccc(Br)cc1 (stereo not given)
#51 Cc1cc(C)c2nc(-n3nc(C)cc3N)cc(C)c2c1
#52 O=c1[nH]c(N/N=C\c2ccc(F)cc2)nc2ccccc12
entry no.,49,50,51,52
TR-FRET SRC-2 ct,1647,1411,1430,1708
PPARg SRC-1 ag,6,-5,4,-2
PPARg SRC-3 ag,14,1,-5,3
TNAP act hi DEA,1,0.9,1,1.1
bIAP inh,2,10,-2,-4
bIAP activator,1,0.9,1,1
TNAP inh hiacc,0,12,-1,-5
PPARg SRC2 recr,9,-2,3,-3
TNAP inh noacc,-1,-3,-9,-21
HMGR II inh,-7,0,-3,-6

Random draw from the library. About 1.6% of those tested had a hit in this group.
